Bfl-1 displacement: displacement of Bid BH3 peptide from Bfl-1 – biochemical, fluorescence polarization, FITC-Bid, mouse, primary screen (AID 432); displacement, % at 20 µM; hits with a dose series show IC50 in µM; FITC-Bid BH3 peptide fluorescence polarization displacement; higher % means a stronger effect; actives 0.02% (n = 64,000); in the data active = a potency from the dose series; inactive = the rest, 99 in 100 with displacement below about 15%; note: strong numbers were not always called active
DPM-DC inhibit: S. pneumoniae DPM-DC inhibition; AID 556; calls only at 10 µM; purified DPM-DC, PK/LDH coupled NADH fluorescence; actives 0.49% (n = 65,000);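 active = the 320 compounds with the highest percent inhibition in the single-dose primary screen, excluding strongly autofluorescent ones, cut at about 32% in these data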;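 note: kinetic rate of NADH fluorescence loss reporting ADP formed by the decarboxylase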
HPDE-C7K KRASV12: viability loss of HPDE-C7K cells – cell-based, fluorescence, HTS, primary screen (AID 431); HPDE-C7K KRASV12 cells, Alamar Blue viability, 48 h; higher % means a stronger effect; cytotoxicity, % at 10 µM, or EC50 in µM where a hit was titrated; actives 1.7% (n = 63,000);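 active = compounds whose percent cytotoxicity in the single-dose primary screen, scaled between solvent and toxic-drug controls, exceeds 50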;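 note: 0% = DMSO solvent wells and 100% = doxorubicin-treated wells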
HPDE-C7 viability: HPDE-C7 pancreatic duct cell viability loss – fluorescence, HTS (AID 430). HPDE-C7 pancreatic duct cells viability, fluorescence; higher % means a stronger effect. actives 1.8% (n = 63,000). cytotoxicity, % at 10 µM, or EC50 in µM where a hit was titrated;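 note: cells exposed to compound for 48 hours before viability readout; 0% = vehicle and 100% = reference cytotoxic drug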
MK inhibit: S. pneumoniae mevalonate kinase inhibition; inhibition, % at 10 µM; purified MK, PK/LDH-coupled NADH absorbance 340 nm; actives 0.48% (n = 65,000);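 active = ranked among the strongest by inhibition in the single 10 µM screen, a fixed top-ranked set picked for dose follow-up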; note: no value below 0 was filed
TNAP inhibition: human TNAP enzyme inhibitors, biochemical, luminescent (AID 518); purified TNAP enzyme, luminescent substrate readout; higher % means a stronger effect; one-dose inhibition, % at 20 µM; IC50 in µM for titrated hits; actives 0.09% (n = 64,000); in the data active = a potency from the dose series; inactive = the rest, 99 in 100 with inhibition below about 22%;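 note: plate controls were vehicle for no effect and reference inhibitor for full effect; many of its hits are not listed in these tables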
Spn PMK inh: inhibitors of Streptococcus pneumoniae phosphomevalonate kinase | purified PMK, PK/LDH-coupled NADH absorbance 340 nm | inhibition, % at 10 µM | actives 0.49% (n = 65,000) | AID 539;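 active = top-ranked compounds by inhibition in the single 10 µM screen, taking a fixed number of the strongest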;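 note: 0% = full reaction with DMSO carrier and 100% = background rate without enzyme reaction; no value below 0 was filed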
HT1080 cytotoxicity: cytotoxicity in HT1080 fibrosarcoma cells, cell-based, fluorescence readout (AID 620); actives 0.42% (n = 87,000); HT1080 viability, fluorescence; higher % means a stronger effect; cytotoxicity, % at 10 µM, or EC50 in µM where a hit was titrated;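 note: cells exposed to compound overnight then 4 h with Alamar Blue; 0% = vehicle DMSO and 100% = killing control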
LYP phosphatase: LYP phosphatase inhibitors, primary screen, biochemical, DiFMUP fluorescence, recombinant catalytic domain, 10 µM (AID 606); recombinant LYP catalytic domain, DiFMUP fluorescence; higher % means a stronger effect; inhibition, % at 10 µM; hits with a dose series show IC50 in µM; 52,000 tested, under 10 active;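 active = IC50 under 40 µM in the dose-response test; inactive = IC50 of 40 µM or more, or never dose-tested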
Spn PMK inh pilot replicates: also measured in Spn PMK inh; calls as there; inhibition, %; measured here: pilot screen replicates
MK inhibit pilot replicates: recorded beside MK inhibit, whose call it bears; inhibition, %; measured here: pilot screen replicates
DPM-DC inhibit pilot screen %: second read-out of DPM-DC inhibit, no call of its own (marks repeat the call); inhibition, %; measured here: pilot screen trials
* = called active by the depositor; i = inactive; · = no result given. Cut-off read from the data, not from the text of the source, unless noted: active = cytotoxicity above about 50%; inactive = the rest. This is a random part of the collection; 3.5% or so of the library scored in one or more.

Sample of the layout:
SMILES	Bfl-1 displacement	DPM-DC inhibit	HPDE-C7K KRASV12	HPDE-C7 viability	MK inhibit	TNAP inhibition	Spn PMK inh	HT1080 cytotoxicity	LYP phosphatase	others
CCOc1cc(NC(=O)C2CC2)c(OCC)cc1NC(=O)c1ccccn1	-3%	i	8%	-3%	0	6%	18	2%	-1%
CCOc1ccc2[nH]c(C)cc(=O)c2c1	-8%	·	5%	1%	7	18%	8	2%	2%	Spn PMK inh pilot replicates=0.0;MK inhibit pilot replicates=1.0
CCc1nnc(SCC(=O)N2CCCc3ccccc32)nc1CC	-4%	i	6%	5%	11	10%	16	3%	·
c1coc(Cn2nnnc2CN2CCN(C3CCCCC3)CC2)c1	-3%	i	2%	-7%	0	7%	17	-9%	7%

Main list, from the start:
SMILES	Bfl-1 displacement	DPM-DC inhibit	HPDE-C7K KRASV12	HPDE-C7 viability	MK inhibit	TNAP inhibition	Spn PMK inh	HT1080 cytotoxicity	LYP phosphatase	others
CCOc1cc(NC(=O)C2CC2)c(OCC)cc1NC(=O)c1ccccn1	-3%	i	8%	-3%	0	6%	18	2%	-1%
CCOc1ccc2[nH]c(C)cc(=O)c2c1	-8%	·	5%	1%	7	18%	8	2%	2%	Spn PMK inh pilot replicates=0.0;MK inhibit pilot replicates=1.0
CCc1nnc(SCC(=O)N2CCCc3ccccc32)nc1CC	-4%	i	6%	5%	11	10%	16	3%	·
c1coc(Cn2nnnc2CN2CCN(C3CCCCC3)CC2)c1	-3%	i	2%	-7%	0	7%	17	-9%	7%
CCCCN(CC)S(=O)(=O)c1ccc(C(=O)Nc2nnc(-c3ccccc3Cl)o2)cc1	-6%	i	58%*	60%*	0	5%	12	2%	-13%
Cc1noc(C)c1S(=O)(=O)N1CCC(C(=O)NCCC2=CCCCC2)CC1	1%	i	-4%	-6%	0	7%	16	·	-24%
COc1nc(Nc2nc3ccccc3c(=O)[nH]2)nc2ccc(C)cc12	-5%	i	92%*	87%*	7	-18%	0	34%	5%
COc1cc(C(C)=O)ccc1OC(=O)C(C)N1C(=O)c2ccccc2C1=O (stereo not drawn)	12%	i	-6%	-11%	2	6%	1	·	12%
CSc1ccccc1NC(=O)c1c(C)noc1C	-13%	i	-10%	-11%	4	12%	7	4%	·
COc1cc(C2C(C#N)=C(N)OC3=C2C(=O)CC(C)(C)C3)ccc1OC(=O)N1CCOCC1 (stereo not drawn)	-4%	i	-19%	-10%	8	14%	10	-4%	-4%	Spn PMK inh pilot replicates=0.0;MK inhibit pilot replicates=3.0;DPM-DC inhibit pilot screen %=0.0
c1ccc(-c2csc(Nc3cccnc3)n2)nc1	-2%	i	4%	4%	6	1%	10	-3%	6%
CC[C@@H](C)[C@H](NC(=O)C1CCN(C(=O)[C@@H](NS(=O)(=O)c2ccc(C)cc2)C(C)C)CC1)C(=O)O	1%	i	-19%	-11%	6	2%	0	7%	·

Pulled one by one from above:
SMILES	Bfl-1 displacement	DPM-DC inhibit	HPDE-C7K KRASV12	HPDE-C7 viability	MK inhibit	TNAP inhibition	Spn PMK inh	HT1080 cytotoxicity	LYP phosphatase	others
Cc1noc(C)c1S(=O)(=O)N1CCC(C(=O)NCCC2=CCCCC2)CC1	1%	i	-4%	-6%	0	7%	16	·	-24%
c1coc(Cn2nnnc2CN2CCN(C3CCCCC3)CC2)c1	-3%	i	2%	-7%	0	7%	17	-9%	7%

Continuation.
SMILES	Bfl-1 displacement	DPM-DC inhibit	HPDE-C7K KRASV12	HPDE-C7 viability	MK inhibit	TNAP inhibition	Spn PMK inh	HT1080 cytotoxicity	LYP phosphatase	others
O=c1[nH]c(CSc2nc3ccccc3o2)nc2c1cnn2-c1ccccc1	6%	i	9%	0%	6	5%	0	2%	9%
O=C(Cn1c(=O)n(-c2ccccc2)c(=O)c2sccc21)N1CCCC1	-7%	i	-4%	0%	3	12%	18	23%	16%
Cn1c(=O)c2cc(S(=O)(=O)NCCC(=O)NC3CCCCCCC3)ccc2n(C)c1=O	-1%	i	-2%	-6%	0	13%	14	-4%	2%
CN1C(=O)c2ccc(N3CCCC3)cc2C1=O	5%	i	-34%	-21%	12	5%	7	-2%	-4%
O=C(Nc1ccccc1Cl)N1CCN(c2ccccn2)CC1	-4%	i	5%	-5%	8	9%	11	-3%	15%
Cc1ccc(C)c(N2CCN(S(=O)(=O)c3c(C)noc3/C=C/N(C)C)CC2)c1	25%	i	6%	1%	0	3%	7	8%	-3%
COc1cc2[nH]c(=S)n(C3CCCC3)c(=O)c2cc1OC	-3%	i	11%	-3%	7	17%	3	-4%	4%
Fc1ccc(-c2cnc[nH]2)cc1	-3%	i	-4%	-5%	0	11%	4	·	9%	Spn PMK inh pilot replicates=0.0;MK inhibit pilot replicates=3.0;DPM-DC inhibit pilot screen %=0.0
COC(=O)/C=c1/sc2n(c1=O)CCN=2	-4%	i	1%	-3%	8	3%	13	4%	3%
CC(=O)c1c(C)nn(C(=O)N2CCOCC2)c1C	-7%	i	5%	2%	10	-6%	3	-7%	15%
O=S(=O)(c1ccccc1)c1nc(-c2cccs2)oc1NCCCn1ccnc1	-1%	i	14%	11%	9	-11%	12	10%	2%
COc1ccc(NC(=O)CN2CCC3(O)CCCCC3C2c2cc(OC)ccc2OC)cc1 (stereo not drawn)	-9%	i	1%	-16%	0	11%	14	-3%	-6%
Cc1nn(-c2ccc3nnc(Br)n3n2)c(C)c1Br	-9%	i	0%	-3%	14	4%	11	1%	·
Cc1ccccc1CS(=O)(=O)CCC(=O)NCCN1CCN(c2cccc(Cl)c2)CC1	-1%	i	-7%	-8%	1	-1%	16	0%	11%
O=C(Nc1ccc(S(=O)(=O)NC2CCCCC2)cc1)c1ccc(Br)o1	-4%	i	-9%	-8%	8	10%	11	2%	20%
CC1COC2C(O1)N(S(C)(=O)=O)CCN2S(C)(=O)=O (stereo not drawn)	6%	i	-26%	-19%	4	3%	8	26%	·
C/C(N)=C(/C#N)C(=O)CSc1nnc(Nc2cccc(C)c2C)s1	-2%	i	0%	4%	5	16%	9	1%	2%
CCS(=O)(=O)/N=C(\N)c1ccccc1	-6%	i	11%	-2%	3	16%	14	2%	1%
C=CCn1c(SCC(=O)Nc2ccc(C(=O)OCC)cc2)nnc1-c1cccs1	-6%	i	-7%	-6%	3	-3%	13	-4%	-7%
COc1ccc(C2/C(=C(\O)c3ccc(OC)c(Cl)c3)C(=O)C(=O)N2CCN(C)C)cc1 (stereo not drawn)	-5%	i	-8%	-7%	10	4%	11	2%	-4%
CC(=O)c1c(C)[nH]c(C(=O)N2CCc3ccccc32)c1C	-1%	i	10%	1%	4	8%	22	-1%	·
CC(C)C[C@H](NC(=O)OC(C)(C)C)c1nnc(SCc2cccc(F)c2)o1	-2%	i	-13%	-12%	1	11%	7	-6%	·
Cc1ccc(C2/C(=C(\O)c3c(C)nc4ccccn34)C(=O)C(=O)N2CCCN2CCOCC2)o1 (stereo not drawn)	-2%	i	-9%	0%	10	2%	13	-2%	7%
N#CCc1nc(CSc2nc3ccccc3s2)cs1	-6%	i	-2%	-15%	8	12%	6	-4%	-6%	Spn PMK inh pilot replicates=3.0;MK inhibit pilot replicates=1.5;DPM-DC inhibit pilot screen %=0.0
CC1(C)C(=O)NCCN1C(=O)CSc1nccc(-c2ccc(Br)cc2)n1	4%	i	33%	12%	1	-5%	11	9%	8%
O=c1cc(Nc2ccc3c(c2)OCCO3)[nH]c(=O)n1-c1ccc(Cl)cc1	-2%	i	-12%	-7%	0	5%	4	-4%	14%
O=C(CSc1n[nH]c(-c2ccco2)n1)Nc1sc2c(c1C(=O)Nc1ccccc1)CCCC2	-9%	i	11%	12%	0	15%	0	0%	1%	Spn PMK inh pilot replicates=5.0;MK inhibit pilot replicates=0.0;DPM-DC inhibit pilot screen %=1.0
CCOc1ccccc1N1CC(C(=O)Nc2ccccc2N2CCOCC2)CC1=O (stereo not drawn)	-3%	i	-11%	-1%	11	-2%	22	-5%	0%
Cc1cc(C)nc(SCC(=O)N2CCC(C(N)=O)CC2)n1	-1%	i	12%	-3%	5	12%	9	-6%	7%
CCCSc1nc2c(cnn2-c2ccc(F)cc2)c(=O)[nH]1	-8%	i	5%	-9%	1	12%	0	-2%	-6%
Cc1cccc(-n2c(CNC(=O)c3ccc(S(=O)(=O)N4CCCC4)cc3)n[nH]c2=S)c1	-4%	i	-12%	2%	7	10%	0	·	·
Cc1ccc(CN2C(=O)CCC2C(=O)NCCCN2CCOCC2)cc1 (stereo not drawn)	-5%	i	9%	0%	3	6%	15	-3%	·
Cc1cc(=O)oc2c(CN3CCN(C)CC3)c(O)c(Cl)cc12	6%	·	-10%	-14%	0	17%	9	5%	1%	Spn PMK inh pilot replicates=5.5;MK inhibit pilot replicates=1.5
Cc1ccc(-n2c(Cc3cccn3C)nnc2SCC(=O)Nc2nnc(C)s2)cc1	-11%	i	-1%	-6%	7	·	7	40%	3%
CCS(=O)(=O)N1CCC(C(=O)NCCCN2CCN(c3ccccc3F)CC2)CC1	-1%	i	-4%	-19%	11	6%	13	-16%	·
CCCC(CCC)n1[nH]c(=O)c2c(C)cc(C)nc21	4%	i	7%	3%	9	12%	2	1%	14%	Spn PMK inh pilot replicates=2.0;MK inhibit pilot replicates=6.0;DPM-DC inhibit pilot screen %=6.0

Four entries already listed, arranged by molecular weight, descending:
SMILES	Bfl-1 displacement	DPM-DC inhibit	HPDE-C7K KRASV12	HPDE-C7 viability	MK inhibit	TNAP inhibition	Spn PMK inh	HT1080 cytotoxicity	LYP phosphatase	others
C/C(N)=C(/C#N)C(=O)CSc1nnc(Nc2cccc(C)c2C)s1	-2%	i	0%	4%	5	16%	9	1%	2%
CCc1nnc(SCC(=O)N2CCCc3ccccc32)nc1CC	-4%	i	6%	5%	11	10%	16	3%	·
CC1COC2C(O1)N(S(C)(=O)=O)CCN2S(C)(=O)=O (stereo not drawn)	6%	i	-26%	-19%	4	3%	8	26%	·
COC(=O)/C=c1/sc2n(c1=O)CCN=2	-4%	i	1%	-3%	8	3%	13	4%	3%

Source: PubChem
